Screening data (PubChem)
CSM14.1 death rescue: protection against thapsigargin-triggered cell killing – 384-well, CSM14.1, ATP luminescence, primary screen (AID 1222); one-dose cellular ATP content (survival), % at 20 µM; EC50 in µM for titrated hits; 190,000 tested, under 10 active; CSM14.1 thapsigargin-induced death rescue, ATP luminescence; higher % means a stronger effect;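 active means EC50 below 50 µM in the dose-response confirmation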;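 further: death triggered by thapsigargin at about 15 µM added after 2 h compound pretreatment; cell ATP read after overnight thapsigargin exposure of roughly 18 to 22 hours; normalized against plate controls of thapsigargin alone and 5% DMSO vehicle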
Hep lipid drop: modulators of hepatic lipid droplet formation | AML12 mouse hepatocytes, oleate lipid droplets, BODIPY imaging | inhibition, % at 6.5 µM | hit rate 0.4% among 240,000;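 active means lipid droplet intensity inhibited by at least 50%, with more than 500 cells counted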
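Test system: AML12 hepatocytes (mouse); reagent: oleate loading, 100 µM; dosing: one dose, 6.5 µM compound; incubation: overnight exposure; signal: fluorescence imaging, 20x objective, two fields per well; read-out basis: % inhibition of corrected integrated BODIPY droplet signal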
SIAH1 antagonists: blockers of Siah-1 interaction with plectin peptide – biochemical, fluorescence polarization, rhodamine-plectin, uHTS, primary screen (AID 1817); Siah-1 / rhodamine-plectin peptide fluorescence polarization; higher % means a stronger effect; one-dose displacement, % at 20 µM; IC50 in µM for titrated hits; hit rate 0.02% among 290,000;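 active means displacement of at least 50% at 20 µM, with a fluorescence ratio check between 0.3 and a set limit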;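 further: plate controls were Siah plus tracer with DMSO for no effect and tracer alone without Siah for full effect; strong numbers were not always called active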
XIAP displacement: small molecules displacing peptide from XIAP – biochemical, IAP family, fluorescence polarization (AID 1018); XIAP BIR domain, fluorescence polarization peptide displacement; higher % means a stronger effect; displacement, % at 20 µM, or IC50 in µM where a hit was titrated; hit rate 0.007% among 200,000; in the data active means displacement above about 50%; further: a part of the inactive calls stands beside numbers as strong as those of hits
AID2073: disruptors of CaV2.2 binding to Mint1 – biochemical, HTRF (AID 2073) | HTRF protein-protein interaction, Mint1-CaV2.2; higher % means a stronger effect | inhibition, % at 20 µM; hits with a dose series show IC50 in µM | hit rate 0.19% among 290,000; in the data active means inhibition mostly above about 51%, no sharp cut-off; further: some results filed as inactive read as strong as hits
P. falciparum M17LAP: P. falciparum M17LAP inhibitors, primary screen, biochemical, fluorogenic H-Leu-NHMec substrate, 1536-well (AID 1619) | inhibition, % at 30 µM; hits with a dose series show IC50 in µM | hit rate 0.38% among 220,000 | recombinant M17LAP, H-Leu-NHMec fluorogenic kinetic assay; higher % means a stronger effect;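 active means compound inhibiting the enzyme by more than half at any dose during confirmatory dose-response retesting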;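 further: plate controls were full reaction with DMSO carrier for no effect and no enzyme background for full effect; strong numbers were not always called active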
LYP phosphatase: inhibitors of LYP phosphatase, biochemical, fluorescence intensity, uHTS (AID 1779); recombinant LYP phosphatase, fluorescence intensity; higher % means a stronger effect; inhibition, % at 11.5 µM, or IC50 in µM where a hit was titrated; hit rate 0.054% among 290,000;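 further: plate controls were vehicle with enzyme for no effect and no enzyme for full effect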
P. falciparum M1AAP: P. falciparum M1AAP inhibitors, biochemical, fluorogenic H-Leu-NHMec substrate, 1536-well (AID 1445). inhibition, % at 30 µM, or IC50 in µM where a hit was titrated. hit rate 0.42% among 220,000. recombinant M1AAP, H-Leu-NHMec fluorogenic kinetic assay; higher % means a stronger effect;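 active means primary inhibition above the hit cutoff, then over 50% inhibition at one or more dose response concentrations, cut at about 23% in these data, passing the limit was not always enough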;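 further: plate controls were DMSO full reaction for no effect and no enzyme background for full effect; strong numbers were not always called active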
NOD2 inhibition: NOD2 signaling inhibitors, cell-based, luminescence, uHTS, HEK293 (AID 1566); hit rate 0.63% among 290,000; one-dose inhibition, % at 4 µM; EC50 in µM for titrated hits; HEK293 NOD2/NF-kB luciferase reporter, luminescence; higher % means a stronger effect; further: many of its hits are not listed in these tables
Hep lipid drop cells 6.5 µM: further read-out of Hep lipid drop, marked with its call; cell count; measured here: cell count, cytotoxicity flag;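 cells counted across two imaged fields per well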
Starred values were filed as active, the others as inactive; nt = not tested or not shown. Unless noted, no stated cut-off is given here; in the data, active means inhibition above about 50%; inactive means the rest. Only part of the results is shown. The share of hits here may be higher or lower than overall.

structure,XIAP displacement,SIAH1 antagonists,AID2073,P. falciparum M17LAP,CSM14.1 death rescue,LYP phosphatase,Hep lipid drop cells 6.5 µM,P. falciparum M1AAP,Hep lipid drop,NOD2 inhibition
Cc1cc(C)c2c(-n3cccc3)n[nH]c2n1,-0.2%,1%,13%,4%,2.8%,-3%,nt,14%,nt,-9%
O=c1c2ccccc2c(C=Nc2ccc(O)cc2)c(O)n1Cc1ccccc1,nt,-2%,11%,nt,nt,7%,726,nt,10,-46%
CC(=O)c1cccc(NS(=O)(=O)c2ccc(NC(=O)N3CCCCC3)cc2)c1,nt,0%,1%,nt,nt,-8%,794,nt,-15,16µM*
COc1cccc(/C=C(/C(=O)OCC(=O)NC2CCCCCCC2)c2ccccc2)c1,-2.3%,3%,-2%,11%,-2.1%,6%,609,-6%,-3,6%
CCN(CC)C(=O)c1[nH]cnc1C(=O)NCC(=O)OCc1ccccc1,nt,4%,12%,nt,nt,-2%,823,nt,13,2%
COc1ccc(-c2cc(-c3ccccc3)c(C#N)c(SCC(=O)Nc3ncc(C)s3)n2)cc1,-4.5%,1%,28%,-6%,1.9%,-1%,735,2%,25,16%
CCCC(=O)Nc1cccc(-c2cn3cccnc3n2)c1,4.9%,2%,24%,-32%,-1.2%,-12%,734,16%,1,-14%
COC(=O)NNC(=S)NCc1ccc(C)cc1,-2.3%,4%,2%,0%,0.4%,-5%,621,-2%,15,13%
CN(CC(=O)NCc1ccncc1)S(=O)(=O)c1ccc(F)cc1,0.2%,1%,34%,12%,-2.6%,-7%,797,6%,-6,2%
CCOc1ccc(Cl)cc1S(=O)(=O)N1CCCC1,-5.6%,-5%,-3%,-18%,-0.8%,-14%,790,-12%,-2,-1%
CC(C)C(NC(=O)c1ccccc1)C(=O)NCCc1ccccc1 (stereo not drawn),-6.4%,1%,-8%,-7%,-0.7%,4%,682,3%,7,7%
COc1ccc(C(CNC(=O)Cc2cc(OC)c(OC)c(OC)c2)N2CCCC2)cc1 (stereo not drawn),-5.1%,-1%,-3%,nt,-1.1%,-6%,nt,nt,nt,4%
O=C(COC(=O)CC1CC2CCC1C2)NC(=O)NCc1ccco1 (stereo not drawn),-9.3%,-3%,-10%,6%,0.4%,-3%,797,7%,5,-12%
O=C(COC(=O)c1ncc(Cl)c(Cl)c1Cl)Nc1ccccc1OC(F)F,-1.0%,1%,10%,5%,-2.5%,-8%,686,4%,13,-6%
Cc1cc(C)c(NC(=O)Nc2ccccc2C)c(Cl)c1,-0.6%,6%,5%,5%,0.2%,3%,620,6%,-12,-10%
CC(C)OC(=O)c1ccc(N2CCN(c3ccc(F)cc3)CC2)nc1,nt,3%,13%,nt,nt,-2%,831,nt,-16,23%
CC1CCN(c2c(NCC3CCC(C(=O)NCCc4ccc(Cl)cc4)CC3)c(=O)c2=O)CC1 (stereo not drawn),nt,-4%,8%,9%,nt,-1%,644,5%,-9,20%
O=c1cc2c(nn1Cc1ccccc1)-c1ccccc1CC2,-3.9%,8%,-5%,-10%,-0.5%,6%,694,-6%,1,-15%
Cc1cccc(NC(=O)CN(C)S(=O)(=O)c2cccc3cccnc23)c1,-4.7%,0%,2%,12%,-2.1%,-10%,nt,-3%,nt,5%
COc1ccc(-c2noc(-c3cc(C)cc(C)c3)n2)cc1OC,-4.0%,2%,10%,0%,1.5%,-9%,nt,6%,nt,9%
CCOc1ccccc1C(=O)NCCCn1ccnc1,-6.1%,0%,5%,5%,1.0%,1%,675,2%,11,-8%
CCCCN(CCCC)CCCNC(=O)Cn1cc2c(n1)-c1c(oc(C(=O)N3CCCC3)c1C)CC2,nt,15%,23%,nt,nt,-9%,675,nt,-4,17%
COc1ccc2c(=O)c3c(=O)n(Cc4ccco4)c(C(C)C)nc3oc2c1,-8.0%,-3%,19%,5%,-1.5%,1%,697,-4%,-40,18%
CCOC(=O)C1(CCCc2ccccc2)CCN(C(=O)C(C)n2cncn2)CC1 (stereo not drawn),-9.0%,2%,11%,-5%,-0.2%,-6%,787,-2%,-2,5%
CCCCn1c(SCc2cccnc2)nc2c1c(=O)n(C)c(=O)n2C,-0.4%,13%,-2%,16%,-3.0%,1%,588,7%,-2,18%
COc1ccc(S(=O)(=O)N2CCCCCC2)cc1N(C)S(=O)(=O)c1ccc(Cl)cc1,-3.0%,0%,-2%,-2%,-0.3%,8%,nt,7%,nt,12%
Cc1ccc(OCCOc2ccc(Br)cc2)c([N+](=O)[O-])n1,0.0%,-3%,-10%,9%,-9.1%,-1%,664,13%,12,-72%
O=C1COc2ccc(C(=O)/C=C/c3ccccc3)cc2N1,-18%,-3%,8%,-4%,1.3%,4%,683,3%,14,-13%
Cc1ccc(CS(=O)(=O)Cc2ccc(C(=O)NCCc3ccccc3)o2)cc1,nt,-3%,7%,nt,nt,-10%,674,nt,-3,8%
COc1ccc(/C=C(/C(=O)c2cccs2)N2C=CC=CC2=C(C#N)C#N)cc1,-9.8%,3%,31%,2%,26%,4%,739,21%,-4,-19%
COc1cc(C)c(S(=O)(=O)NCc2cccs2)cc1C,-2.9%,-6%,0%,7%,-3.6%,-7%,775,7%,-14,-17%
Cc1cccn2c(CNCCc3ccco3)c(C(=O)N3CCOCC3)nc12,nt,0%,-4%,nt,nt,-10%,833,nt,0,7%
COc1ccc(CCN2CC(C(=O)NCCc3ccccc3C)CCC2=O)cc1 (stereo not drawn),nt,6%,10%,nt,nt,-4%,677,nt,-5,8%
O=C(c1ccco1)N1CCN(c2ncnc3c(-c4ccc(Cl)cc4)nsc23)CC1,nt,5%,16%,nt,nt,-4%,742,nt,26,44%
O=C(O)CCCNC(=O)Nc1ccccc1,-6.9%,4%,-2%,28%,-2.8%,-4%,nt,-2%,nt,10%
O=C(Nc1nccs1)c1ccc2c(=O)n3c(nc2c1)CCCCC3,-3.5%,3%,-3%,21%,-3.8%,3%,736,18%,10,-36%
COc1ccccc1OCC(=O)Nc1ccc(CSc2ccccc2)cc1C,-3.1%,-3%,-1%,-4%,-1.3%,-3%,781,8%,18,12%
COc1ccc2c(c1)NC(c1ccc(N(C)C)cc1)c1cccn1-2 (stereo not drawn),nt,-12%,11%,2%,nt,-3%,718,11%,-8,-19%
O=C(Cc1ncc(C(F)(F)F)cc1Cl)NCCc1ccccn1,-3.7%,26%,10%,2%,-0.8%,-10%,663,1%,-26,11%
CCOC(=O)c1cc(C(=O)OCC)c(=O)[nH]c1N1CCCCC1,-8.4%,1%,8%,10%,nt,1%,693,13%,16,11%
CCOC(=O)c1c(CC(C)C)csc1NC(=O)C(C)C,-1.7%,-2%,6%,15%,-0.9%,1%,nt,2%,nt,16%
CC(=O)c1cccc(NC(=O)N2CCOCC2)c1,nt,-4%,16%,nt,nt,-10%,848,nt,1,18%
CCOc1c(C)cc(S(=O)(=O)NCc2ccccn2)c(C)c1C,nt,2%,5%,nt,nt,-8%,818,nt,-9,22%
CCOC(=O)Cn1cnc2scc(-c3ccc(C)cc3)c2c1=O,nt,-2%,18%,nt,nt,-8%,816,nt,-1,-4%
COc1cc(C(=O)Nc2nnc(CC(=O)N3CCOCC3)s2)cc(OC)c1OC,-2.0%,-2%,-3%,11%,nt,4%,724,1%,19,4%
O=C(CCc1ccccc1)Nc1ccncc1,3.2%,-1%,-5%,-11%,-0.3%,2%,816,3%,0,-1%
CC(=O)Nc1ccc(NC(=O)CSc2nc(N)c(NC(=O)c3ccco3)c(=O)[nH]2)cc1,nt,14%,24%,nt,nt,-2%,836,nt,6,-16%
COc1ccc(C2C(C(=O)N3CCCCC3)CC(=O)N2c2ccc(OC)cc2)cc1 (stereo not drawn),0.0%,-1%,1%,7%,-1.5%,4%,nt,-14%,nt,0%
O=C(c1ccc2c(=O)n(Cc3ccc(Cl)cc3)c(=S)[nH]c2c1)N1CCOCC1,nt,7%,-22%,nt,nt,-6%,658,nt,-8,24%
CC(C)Nc1nc(NC(C)C)nc(N(C)n2cnnc2)n1,-1.6%,-4%,-8%,-3%,-0.8%,-8%,nt,5%,nt,-31%

New compounds follow
structure,XIAP displacement,SIAH1 antagonists,AID2073,P. falciparum M17LAP,CSM14.1 death rescue,LYP phosphatase,Hep lipid drop cells 6.5 µM,P. falciparum M1AAP,Hep lipid drop,NOD2 inhibition
N#CCCN1CCN(C(CNS(=O)(=O)c2ccc(Cl)cc2)c2ccccc2)CC1 (stereo not drawn),-1.9%,4%,-2%,2%,1.4%,-5%,nt,1%,nt,2%
COc1ccc2c(c1)C1(C)CC(C)(C)N2C(=O)N1c1ccccc1 (stereo not drawn),-8.3%,-5%,-1%,-21%,-0.2%,-9%,nt,-1%,nt,9%
CCOc1ncccc1C(=O)OCC(=O)Nc1cc(S(=O)(=O)N(CC)CC)ccc1C,-1.6%,0%,-11%,8%,0.0%,1%,659,2%,-5,2%
Cc1cc(NC(=O)c2ccccc2C)ccc1NC(=O)c1ccccc1Cl,nt,9%,5%,nt,nt,-6%,833,nt,7,5%
Cc1c(C(=O)NC2CCCc3ccccc32)oc2ccc(S(=O)(=O)N3CCCCC3)cc12 (stereo not drawn),-0.2%,13%,3%,9%,2.0%,1%,749,1%,-9,5%
NNC(=O)c1cccn(Cc2cccc(C(F)(F)F)c2)c1=O,nt,-3%,-9%,nt,nt,-6%,850,nt,12,13%
O=C(CSc1nnc(CNC(=O)c2ccco2)o1)Nc1ccc(Br)cc1,nt,3%,-22%,nt,nt,-10%,709,nt,9,12%
Cc1ccc(OCC(=O)N/N=C\c2cccn2C)c([N+](=O)[O-])c1,nt,13%,-2%,nt,nt,-3%,831,nt,-1,17%
CCCNC(=O)Cn1cnc2sc(C(=O)N3CCN(CCC)CC3)c(C)c2c1=O,-4.3%,-2%,-6%,0%,0.6%,-7%,767,2%,5,25%
O=C(c1ccc(Cl)cc1)c1ccc(OCC(O)CN2CCOCC2)cc1 (stereo not drawn),-0.3%,-1%,-4%,7%,-0.6%,-6%,772,-4%,8,16%
CCN(CC)S(=O)(=O)c1ccc2c(c1)c(=O)c(C(=O)NCCc1ccccc1)cn2C,nt,6%,-7%,nt,nt,-2%,818,nt,-16,10%
O=C(c1cccc(Br)c1)N1CCN(S(=O)(=O)N2CCCCCC2)CC1,nt,1%,2%,nt,nt,-9%,802,nt,-8,3%
